# Nrf2 block – inhibitors of Nrf2 signaling; A549 ARE-Fluc reporter, luciferase luminescence, 18-24 h; Potency, µM (highest dose often 46 µM), for the others: at the highest dose activity change, negative = inhibition, usual class: inhibitors; 2.1% of 360,000 active; further: on the % scale 0 is the no-effect control and ±100 the full control effect; nearly all actives have a fitted effect of over 60% in size
#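 Quantitative HTS in A549 cells stably bearing an antioxidant response element-firefly luciferase construct. Inhibition of Nrf2-driven transcription was scored by luminescence after 18-24 h of compound exposure at 37 °C.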
# A549 tox – A549 cytotoxicity, counter-screen for Nrf2 inhibitors | 0.16% of 390,000 active | AID 504648 | Potency, µM (highest dose often 46 µM), for inactives: at the highest dose activity change, negative = cytotoxicity, hits mostly inhibitors | A549 ARE-Fluc cells, CellTiter-Fluor viability, 18-24 h; further: on the % scale 0 is the no-effect control and ±100 the full control effect
#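 A549 ARE_Fluc cells in 5% FBS OPTI-MEM were exposed to compounds in concentration-response for 18-24 h at 37 deg C. Viability was read by CellTiter-Fluor fluorescence (Ex 405/Em 525) after 30 min, before the luciferase read.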
# HepG2 tox – kills HepG2 cells in TGF-b inhibitor counter-screen | Potency, µM (doses to about 46.1 µM), without a hit: at the highest dose activity change, negative = cytotoxicity, most hits filed as cytotoxic | AID 588856 | HepG2 CAGA-GFP viability, ATP luminescence, 18 h | 0.76% of 410,000 active; further: some results filed as inactive show a strong effect at the top dose
#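 HepG2 CAGA-GFP cells (1000/well, DMEM with 1% FBS) received compound, then TGF-beta at 500 pg/mL final, and were incubated 18 hours at 37 degrees C. Viability was read by CellTiter-Glo luminescence. Media-only wells were set as complete cell-killing and DMSO as no toxicity.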
# MCF10A rereplic – DNA re-replication induction in MCF 10a cells; MCF 10A DNA re-replication, Hoechst nuclear intensity, 48 h; Potency, µM (top dose mostly 46.1 µM), inactives show at the highest dose activity, positive = re-replication, hits mostly activators; 2.9% of 350,000 active; further: % of control where 0% means no effect; nearly all actives have a fitted effect of over 50% in size
# TGFb inhibitor – inhibitors of TGF-b signaling | HepG2 CAGA-GFP TGF-b/SMAD3 reporter, GFP fluorescence, 18 h; TGF-beta stimulated, 500 pg/mL final | 1.2% of 410,000 active | Potency, µM (top dose mostly 46.1 µM), for the others: at the highest dose activity, negative = inhibition, most hits filed as inhibitors; further: on the % scale 0 is the no-effect control and ±100 the full control effect; nearly all actives have a fitted effect of over 65% in size
#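 GFP signal (ex488/em500-530) from TGF-beta-stimulated HEPG2 CAGA-GFP cells, 500 pg/mL final, 18 h at 37 degrees C in DMEM plus 1% FBS, normalized to unstimulated and DMSO-stimulated controls.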
# EPAC2 antagonist – antagonists of human EPAC2. Q8WZA2. EPAC2 GEF exchange of Rap1B-BODIPY-GDP, fluorescence. Potency, µM (highest dose often 114 µM), inactives show top-dose activity, negative = inhibition, usual class: inhibitors. 0.18% of 360,000 active. AID 720708; further: on the % scale 0 is the no-effect control and ±100 the full control effect; nearly all actives have a fitted effect of over 45% in size; many of its hits are not listed in these tables
# Target sequence (Q8WZA2 whole entry, looked up): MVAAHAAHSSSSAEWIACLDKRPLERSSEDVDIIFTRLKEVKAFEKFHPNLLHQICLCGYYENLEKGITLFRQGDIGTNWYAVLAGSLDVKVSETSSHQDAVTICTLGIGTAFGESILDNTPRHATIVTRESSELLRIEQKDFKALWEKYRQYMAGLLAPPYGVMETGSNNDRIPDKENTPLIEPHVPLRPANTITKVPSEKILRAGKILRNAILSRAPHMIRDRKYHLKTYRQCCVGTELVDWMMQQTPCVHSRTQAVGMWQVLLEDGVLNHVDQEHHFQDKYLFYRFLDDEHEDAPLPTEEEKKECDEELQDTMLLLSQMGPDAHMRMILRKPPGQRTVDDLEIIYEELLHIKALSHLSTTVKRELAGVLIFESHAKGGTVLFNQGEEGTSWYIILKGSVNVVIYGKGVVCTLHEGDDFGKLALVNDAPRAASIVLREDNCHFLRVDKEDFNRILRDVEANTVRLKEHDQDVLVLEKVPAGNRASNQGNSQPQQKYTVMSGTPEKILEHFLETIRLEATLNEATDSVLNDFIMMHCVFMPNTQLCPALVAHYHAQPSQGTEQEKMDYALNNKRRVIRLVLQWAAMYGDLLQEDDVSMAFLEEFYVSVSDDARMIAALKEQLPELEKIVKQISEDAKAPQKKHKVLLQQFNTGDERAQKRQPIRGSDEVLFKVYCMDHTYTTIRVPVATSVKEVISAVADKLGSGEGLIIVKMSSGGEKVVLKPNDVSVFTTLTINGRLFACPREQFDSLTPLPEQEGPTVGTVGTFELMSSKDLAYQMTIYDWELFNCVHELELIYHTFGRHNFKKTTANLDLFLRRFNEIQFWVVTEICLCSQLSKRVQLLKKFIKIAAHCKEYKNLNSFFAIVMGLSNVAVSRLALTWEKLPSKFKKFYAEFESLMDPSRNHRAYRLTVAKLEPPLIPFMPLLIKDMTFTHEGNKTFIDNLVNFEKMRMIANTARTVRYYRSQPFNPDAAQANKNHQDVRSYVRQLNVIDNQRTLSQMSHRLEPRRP
# S2 tox – cell viability loss in ATXN counter-screen; S2 cells (HEK-293 line with an ATXN2-luciferase reporter) viability, CellTiter-Fluor protease fluorescence, 24 h; Potency, µM (titrated, usually from 56.7 µM), usual class: cytotoxic; 0.49% of 400,000 active; AID 651635; further: nearly all actives have a fitted effect of over 40% in size
# ATXN2 expr inh – inhibitors of ATXN2 expression. AID 1745845. Potency, µM (doses to about 57 µM), inactives show at the highest dose activity change, negative = inhibition, usual class: inhibitors. 0.72% of 360,000 active. HEK-293 ATXN2-luciferase reporter, luminescence, 24 h; further: on the % scale 0 is the no-effect control and ±100 the full control effect; nearly all actives have a fitted effect of over 55% in size
#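 ATXN2-luciferase reporter cells (luciferase flanked by upstream and downstream ATXN2 gene portions) were treated 24 h at 37 °C with compounds at up to 57 uM. SteadyGlo luminescence gave expression; GF-AFC fluorescence gave viability.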
# Nrf2 activator – activates Nrf2 signaling; Potency, µM (highest dose often 46.1 µM), inactives show at the top dose activation, most hits filed as activators; 0.31% of 410,000 active; AREc32 ARE-luciferase reporter (MCF7-derived line), luminescence, 24 h; AID 624171; further: % of control where 0% means no effect; nearly all actives have a fitted effect of over 65% in size
#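 Quantitative high-throughput format: AREc32 reporter cells, 1000 per well, received compound by pin transfer and were incubated 24 hr at 37 deg C, 5% CO2, before Steady-Glo luminescence detection.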
# The depositor's hits bear a star; i = inactive; ? = inconclusive; nt = not tested or not shown; [ ] = dose if it differs, or a comment. The call rests on the fitted dose curve; in most records, active means well fitted curve in the direction sought with a large enough effect; inconclusive means small, poorly fitted or top-dose-only effect, or another doubt; inactive means no such curve, though single readings can be large; an effect the other way counts as inactive or inconclusive. Potency means the concentration at half of the fitted maximal effect. This is a subset; rates above refer to the full screens.
# Start of the listing, in advance (eight entries):
SMILES,Nrf2 block,A549 tox,HepG2 tox,MCF10A rereplic,TGFb inhibitor,EPAC2 antagonist,S2 tox,ATXN2 expr inh,Nrf2 activator
Oc1cc(O)c2c(c1)OC(c1ccc(O)c(O)c1)C(O)C2 (configuration not stated),-4.6%,-0.8%,4.2%,-2.4%,11.3%,-14.9%,i,-0.1%,-1.0%
CCN(CC)S(=O)(=O)c1cc(NC(=O)CN2C(=O)NC(C)(c3ccccc3)C2=O)ccc1C (configuration not stated),-4.7%,-4.6%,1.6%,25.0%,-3.2%,1.5%,i,-16.1%,0.0%
CCOc1ccc(N/C(=N/c2nc(C)cc(C)n2)NC(C)=O)cc1,-10.7%,4.5%,-177.3%,-9.6%,-30.2%,0.0%,i,-4.9%,2.3%
Cc1csc(SCC(=O)Nc2sccc2C(N)=O)n1,3.1%,-3.0%,-8.0%,7.2%,-5.1%,2.3%,i,-9.4%,0.4%
CCN(C[C@H]1N[C@@](CC)(C(=O)OC)[C@H]2C(=O)N(C)C(=O)[C@@H]12)C(=O)Nc1ccccc1,0.1%,4.4%,-40.8%,-4.3%,-0.3%,-10.4%,i,-1.0%,-1.1%
O=C(NCc1ccc(Cl)cc1)c1cc2c(s1)-c1ccccc1SC2,?,-7.3%,-1.1%,nt,nt,nt,nt,nt,0.5%
COc1cccc(CN2CCN(C(=O)c3cc(-c4ccncc4)nc4ccc(C)cc34)CC2)c1,-16.4%,-17.3%,-27.7%,17.9%,-2.5%,-7.4%,i,-2.6%,2.9%
CCc1ccccc1N1C(=O)c2ccccc2S1(=O)=O,2.4%,1.1%,-17.3%,12.4%,-26.5%,7.5%,i,2.0%,0.2%[9.22 µM]

# Main list, repeating the preview:
SMILES,Nrf2 block,A549 tox,HepG2 tox,MCF10A rereplic,TGFb inhibitor,EPAC2 antagonist,S2 tox,ATXN2 expr inh,Nrf2 activator
Oc1cc(O)c2c(c1)OC(c1ccc(O)c(O)c1)C(O)C2 (configuration not stated),-4.6%,-0.8%,4.2%,-2.4%,11.3%,-14.9%,i,-0.1%,-1.0%
CCN(CC)S(=O)(=O)c1cc(NC(=O)CN2C(=O)NC(C)(c3ccccc3)C2=O)ccc1C (configuration not stated),-4.7%,-4.6%,1.6%,25.0%,-3.2%,1.5%,i,-16.1%,0.0%
CCOc1ccc(N/C(=N/c2nc(C)cc(C)n2)NC(C)=O)cc1,-10.7%,4.5%,-177.3%,-9.6%,-30.2%,0.0%,i,-4.9%,2.3%
Cc1csc(SCC(=O)Nc2sccc2C(N)=O)n1,3.1%,-3.0%,-8.0%,7.2%,-5.1%,2.3%,i,-9.4%,0.4%
CCN(C[C@H]1N[C@@](CC)(C(=O)OC)[C@H]2C(=O)N(C)C(=O)[C@@H]12)C(=O)Nc1ccccc1,0.1%,4.4%,-40.8%,-4.3%,-0.3%,-10.4%,i,-1.0%,-1.1%
O=C(NCc1ccc(Cl)cc1)c1cc2c(s1)-c1ccccc1SC2,?,-7.3%,-1.1%,nt,nt,nt,nt,nt,0.5%
COc1cccc(CN2CCN(C(=O)c3cc(-c4ccncc4)nc4ccc(C)cc34)CC2)c1,-16.4%,-17.3%,-27.7%,17.9%,-2.5%,-7.4%,i,-2.6%,2.9%
CCc1ccccc1N1C(=O)c2ccccc2S1(=O)=O,2.4%,1.1%,-17.3%,12.4%,-26.5%,7.5%,i,2.0%,0.2%[9.22 µM]
O=C(CSc1nc2ccccc2c(=O)[nH]1)Nc1ccccc1O,-13.1%,4.8%,-17.5%,-0.5%,0.2%,2.9%,i,6.7%,?
CCOCCCN(C)C1CCN(C(=O)c2oc3ccccc3c2NC(=O)c2cccc([N+](=O)[O-])c2)CC1,-26.5%,10.0%,-6.8%,3.2%,-0.5%,-1.0%,i,-25.6%,0.1%
COCC(=O)NC1CCCCCC1,0.2%,2.5%,3.7%,0.1%,-6.5%,0.8%,i,-6.1%,-0.9%
COc1cc(S(=O)(=O)NC2CC(C)(C)NC(C)(C)C2)c(OC)cc1Cl,17.2%,13.4%,-9.7%,6.1%,0.1%,4.4%,i,-15.0%,-0.1%
COC(=O)C(CCSC)NC(=O)c1cccc([N+](=O)[O-])c1 (configuration not stated),1.7%,3.6%,-36.4%,-2.0%,?,-9.1%,i,-3.0%,-0.6%
CNC(=O)c1ccccc1Nc1ccc(SC(F)F)cc1,?,8.0%,-29.0%,-0.4%,1.0%,-24.6%,?,nt,8.6%
COc1ccc(CNC(=O)CN(Cc2ccccc2F)C(=O)c2csnn2)cc1,-24.1%,2.8%,-23.0%,4.0%,-16.5%,-23.4%,i,-0.9%,0.2%
CCc1ccc(C(=O)/C=C/c2ccc([N+](=O)[O-])o2)cc1,6.0%,-2.2%,-58.8%,8.91µM*,?,-6.3%,?,?,?
COc1ccccc1-n1c(SCC(=O)N2CCCC2)nnc1-c1ccccc1,1.1%,1.7%,-8.0%,-3.0%,-5.5%,?,i,2.9%,2.2%
CC(C)[C@H](NC(=O)NC1CCCC1)C(=O)O,10.9%,-5.5%,2.9%,-9.0%,-1.9%,1.7%,i,1.6%,-0.6%
CC(OC(=O)CN1C(=O)NC2(CCCC2)C1=O)C(=O)c1ccccc1 (configuration not stated),11.2%,6.3%,-1.9%,0.9%,11.2%,2.7%,i,0.3%,-0.1%
CCOC(=O)N1CCN(C(=O)COc2cccc3c2CCN(CC)C3=O)CC1,-16.2%,0.7%,1.8%,0.6%,-1.5%,-11.4%,i,-15.5%,-0.4%
CCOc1cc(C(=O)N2CCN(c3ccc(C(C)=O)cc3)CC2)cc(OCC)c1OCC,1.4%,-2.4%,6.2%,-0.7%,0.1%,4.2%,i,16.6%,0.5%
COc1ccc(C(C)=O)cc1Cn1c(=O)cc(C)[nH]c1=O,-4.3%,-1.6%,-6.5%,0.4%,0.0%,8.3%,i,5.5%,-0.7%
COc1cccc(/C=N/n2cncn2)c1OCC#N,7.9%,4.8%,-2.9%,-0.8%,-13.2%,-1.9%,i,-6.9%,-0.3%
C[C@@H]1CN([C@@H](C)CO)C(=O)c2cc(Br)cnc2O[C@H]1CN(C)C(=O)CCN1CCCCC1,nt,nt,32.3%,nt,1.6%,-1.4%,?,5.1%,-0.1%
COc1ccc(-n2ncc(C(=O)Nc3cccc(C(F)(F)F)c3)c2C2CCN(C(=O)OC(C)(C)C)CC2)cc1,-10.8%,5.0%,8.4%,nt,-16.3%,nt,nt,nt,-0.6%
# More structures
SMILES,Nrf2 block,A549 tox,HepG2 tox,MCF10A rereplic,TGFb inhibitor,EPAC2 antagonist,S2 tox,ATXN2 expr inh,Nrf2 activator
COc1ccc(Nc2ncc(C(=O)Nc3cc(C)ccc3OC)c3ccccc23)cc1,4.7%[9.27 µM],0.5%,2.3%,nt,-2.6%,nt,i,-6.2%,6.1%
COCCOc1ccc(C(F)(F)F)cc1Nc1nc2ccccc2o1,7.2%,18.6%,1.2%,3.0%,4.5%,-15.6%,i,3.6%,2.3%
CC(Oc1ccccc1)C(=O)N/N=C/c1ccccn1 (configuration not stated),-8.5%,0.2%,-9.8%,4.5%,-9.2%,-12.0%,i,-14.9%,-0.1%
O=C(NCc1nc(-c2ccc(Cl)cc2)no1)c1ccc2c(c1)OCO2,?,-14.5%,-15.0%,?,2.1%,-10.0%,i,-22.6%,-0.5%
COc1cccc(CN(C)C(=O)c2ccc(NC(=O)CC3SC(N4CCCC4)=NC3=O)cc2)c1OC (configuration not stated),-17.3%,-4.5%,3.0%,14.1%,1.0%,18.1%,i,5.4%,0.6%
O=C(COc1ccccc1[N+](=O)[O-])N(Cc1cccc(Br)c1)C1CCS(=O)(=O)C1 (configuration not stated),?,?,-20.1%,-1.9%,-5.7%,-3.4%,i,-11.4%,2.1%
COc1cccc(NC(=O)c2cccnn2)c1,2.5%,0.1%,-2.4%,-4.9%,2.8%,18.5%,i,-11.5%,4.5%
O=C(CS(=O)(=O)c1ccc(F)cc1)N1CCN(c2ccccc2)CC1,1.4%,-7.8%,-6.5%,-0.9%,-26.1%,2.8%,?,35.2%[activator],0.9%
CCCCn1c(N)c(N(Cc2ccccc2OC)C(=O)COc2ccccc2C#N)c(=O)[nH]c1=O,-9.9%,2.9%,4.6%,8.1%,-19.1%,4.1%,i,nt,0.2%
COc1ccccc1CC(=O)N(Cc1ccccc1)c1ccc(C)cc1,?,?,-23.7%,?,-8.9%,?,i,-1.5%,0.2%
CC(C)Oc1ccc(C(=O)Nc2ccccc2N2CCCC2)cc1,-6.6%,4.9%,4.3%,?,-5.7%,-2.6%,i,13.7%,0.1%
COCCCNC(=O)CSc1nc2cc3c(cc2c(=O)n1CCCC(=O)NCc1ccc2c(c1)OCO2)OCO3,nt,2.2%,6.2%,nt,12.4%,nt,nt,nt,0.2%
CCC(CC)C(=O)Nc1ccc([N+](=O)[O-])cn1,-5.8%,-0.1%,5.6%,-10.7%,29.2%,-5.4%,i,0.0%,0.0%
CC(C)(CNC(=O)c1ccc(Br)o1)N1CCOCC1,2.5%,0.9%,7.1%,-0.2%,-16.4%,-1.0%,i,-0.3%,-0.1%
Nc1nc(CSc2ncn(-c3ccccc3)n2)cs1,?,-5.0%,-15.4%,?,4.4%,5.4%,i,3.7%,-0.1%
CC1CCN(C(=O)c2ccc(NC(=O)c3ccccc3)cc2)CC1,-11.3%,-8.0%,-1.3%,2.8%,-1.3%,8.8%,i,1.7%,0.0%
Cc1cc(-c2n[nH]c(=S)n2/N=C/c2ccc(C)s2)n[nH]1,10.7%,-4.8%,2.2%,0.1%,7.9%,1.5%,i,-4.2%,0.0%
CC(=O)c1c(O)cc(O)c(C(C)=O)c1O,?,-11.4%,-50.0%,20.0%,?,1.8%,?,-25.6%,-0.9%
CC(=O)Oc1ccc(-c2cccc(C(=O)N(C)c3ccc(O)cc3)c2)cc1,8.5%,-11.2%,9.3%,5.2%,1.5%,8.7%,i,5.3%,-2.1%
CCOC(=O)c1oc2ccc(S(=O)(=O)n3nc(-c4ccccc4OC)cc3N)cc2c1C,?,-11.7%,-21.6%,nt,?,nt,i,-4.9%,-1.0%
O=C(CCCSc1nnnn1-c1cccc2ccccc12)c1ccc(F)cc1,?,-8.9%,-25.5%,?,-4.0%,-2.2%,i,-24.4%,-0.7%
Cc1c(Cc2ccccc2)sc(/N=C/c2c(O)ccc3ccccc23)c1C(N)=O,2.7%,-4.4%,-30.8%,11.6µM*,81.4%[activator],18.4%,nt,-20.5%,8.4%
